High-throughput results as filed in PubChem.
WT yeast gro inh = growth inhibition of WT yeast, mitochondrial fusion screen. inhibition, % at 10 µM. mitochondrial fusion phenotypic screen, WT strain. AID 1362. hit rate 2.1% among 190,000; in the data active means inhibition above about 58%; tested in S. cerevisiae
XIAP antagonists = XIAP antagonists, biochemical, IAP family, fluorescence polarization (AID 1018); XIAP BIR domain, fluorescence polarization peptide displacement; higher % means a stronger effect; hit rate 0.007% among 200,000; displacement, % at 20 µM; hits with a dose series show IC50 in µM; in the data active means displacement above about 50%; further: a part of the inactive calls stands beside numbers as strong as those of hits
CSM14.1 death rescue = protection against thapsigargin-triggered cell killing – 384-well, CSM14.1, ATP luminescence, primary screen (AID 1222). cellular ATP content (survival), % at 20 µM; hits with a dose series show EC50 in µM. CSM14.1 thapsigargin-induced death rescue, ATP luminescence; higher % means a stronger effect. 190,000 tested, under 10 active;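 active means EC50 below 50 µM in the dose-response confirmation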;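 further: death triggered by thapsigargin at about 15 µM added after 2 h compound pretreatment; cell ATP read after overnight thapsigargin exposure of roughly 18 to 22 hours; normalized against plate controls of thapsigargin alone and 5% DMSO vehicle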
RSV CPE inhibition = RSV antiviral activity via CPE protection, HEp-2 cells, primary 10 µM value included (AID 2391) | HEp-2 cells, RSV-induced CPE inhibition; higher % means a stronger effect | CPE inhibition, % at 10 µM; hits with a dose series show IC50 in µM | hit rate 0.13% among 310,000; in the data active means a potency from the dose series; inconclusive means CPE inhibition mostly from about 23% at the one dose, without a potency; inactive means the rest, 99 in 100 with CPE inhibition below about 21%; further: strong numbers were not always called active
UTI89 phage lysis = inhibition of K1F phage lysis, E. coli UTI89, bacterial capsule biogenesis inhibitors, alamar blue (AID 488966); E. coli UTI89 K1F phage lysis, alamar blue, 2 h; higher % means a stronger effect; inhibition, % at 100 µM; hits with a dose series show IC50 in µM; hit rate 0.02% among 340,000;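 active means phage lysis inhibition, versus mean bacterial control, above a set limit; inconclusive means no clear call, values can overlap the other calls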;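 further: capsule biogenesis inhibitors block K1F phage lysis so surviving cells raise fluorescence; higher fluorescence means more inhibition of phage lysis; actives were called in the ten point dose series up to 300 µM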
Dengue-2 NS5 capping = flavivirus cap methylation enzyme inhibition – biochemical, confirmation dose response, primary screen (AID 588689) | Dengue-2 NS5 methyltransferase capping enzyme assay, biochemical; higher % means a stronger effect | inhibition, % at 25 µM; hits with a dose series show IC50 in µM | hit rate 0.3% among 340,000; in the data active means a potency from the dose series; inconclusive means inhibition above about 29% without an active follow-up result
SV40 large T antigen = SV40 large T antigen inhibitors, biochemical (AID 1903) | SV40 large T antigen ATPase/helicase inhibition assay; higher % means a stronger effect | inhibition, % at 20 µM, or IC50 in µM where a hit was titrated | hit rate 0.39% among 310,000; in the data active means a potency from the dose series; inconclusive means inhibition mostly from about 32% at the one dose, without a potency; inactive means the rest, 99 in 100 with inhibition below about 32%; further: strong numbers were not always called active
Yfh1-off respiration = enhancers of respiration in Yfh1-depleted yeast, dose response, Friedreich's ataxia, plus single-dose screen (AID 1465); S. cerevisiae Yfh1-off respiration, WST-1 reduction, 72 h; higher fold induction means a stronger effect; hit rate 0.074% among 220,000; fold induction at 50 µM; hits with a dose series show EC50 in µM;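 active means fold induction of absorbance versus untreated yeast above a set limit, then at least 30% activation at any dose in follow-up; inconclusive means repeats straddling the limit, or above it without dose testing; inactive means fold induction below the set limit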;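 further: activators that raise dye reduction in frataxin-depleted yeast; strong numbers were not always called active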
West Nile antiviral = inhibition of WNV-induced cytopathic effect – cell-based, CPE readout (AID 1621) | hit rate 0.02% among 290,000 | one-dose CPE inhibition, % at 10 µM; IC50 in µM for titrated hits | West Nile virus-infected cells, CPE inhibition; higher % means a stronger effect; in the data active means a potency from the dose series; inconclusive means CPE inhibition mostly from about 3.7% at the one dose, without a potency; inactive means the rest, 99 in 100 with CPE inhibition below about 2.2%; further: strong numbers were not always called active
WT yeast gro inh mutant strain = also measured in WT yeast gro inh; calls as there; inhibition, %; mitochondrial fusion phenotypic screen, mutant strain inhibition
Starred values were filed as active, the others as inactive; i = inactive; u = inconclusive; x = no result given; [ ] = remark or other dose.

SMILES	WT yeast gro inh	WT yeast gro inh mutant strain	XIAP antagonists	CSM14.1 death rescue	RSV CPE inhibition	UTI89 phage lysis	Dengue-2 NS5 capping	SV40 large T antigen	Yfh1-off respiration	West Nile antiviral
N#C/C(=C\c1ccccc1Br)C(=O)NC1CC1	x	x	x	x	1.6%	0.7%[50 µM]	-5%	11%	x	-0.1%
Cc1ccc(NC(=O)C(=O)c2c(-c3ccccc3)cc3ccccn23)cc1S(=O)(=O)N1CCOCC1	25	9	-1.4%	3.3%	u	0.9%	-3%	12%	i	-0.5%
Cc1ccc(NC(=O)CCCCCCCCCCC2COCCO2)c(C)c1 (stereo not drawn)	3	-16	-11%	1.7%	3.0%	-1.3%	-2%	-46%	i	-1.0%
Cc1ccc(NC(=S)NCc2ccc(S(N)(=O)=O)cc2)c(C)c1	-2	-1	-1.3%	0.9%	-0.2%	-1.7%	-5%	-4%	i	0.2%
CC(=O)Nc1c(O)n(C)c2ccccc12	3	-10	-0.2%	-0.5%	0.5%	2.5%	6%	5%	i	-0.4%
FC(F)(F)c1cccc(-c2nnc(-c3ccccc3)c(N3CCOCC3)n2)c1	9	7	-4.7%	7.4%	3.1%	5.5%	-3%	8%	i	-0.4%
O=C(/C=C/c1ccccc1[N+](=O)[O-])Nc1cccnc1	13	7	-4.9%	-2.1%	2.7%	-10%	-3%	12%	i	-0.6%
O=C(c1c(F)cccc1F)N(Cc1ccccc1)Cc1ccccc1	x	x	x	x	8.6%	-0.1%	-5%	5%	x	-0.4%
COc1ccc(-c2csc(N3CCSCC3)n2)cc1	x	x	x	x	3.2%	-0.1%	4%	10%	x	0.9%
Cc1cccc(C(=O)c2ccccc2C(=O)O)c1O	1	6	-4.6%	0.1%	0.0%	2.3%	1%	13%	i	1.8%
Cc1nc(N2CCOCC2)[nH]c(=O)c1[N+](=O)[O-]	x	x	x	x	2.0%	-0.1%	-8%	9%	i	0.0%
CC(=O)Nc1ccc(NC(=O)C(C)OC(=O)/C=C/c2ccc3c(c2)OCO3)cc1 (stereo not drawn)	x	x	x	x	1.6%	0.7%[50 µM]	-1%	11%	x	x
O=C(CCC(=O)OCc1ccc(Cl)cc1)Nc1ccccc1	-26	-12	-10%	-2.5%	-0.4%	0.3%	-9%	22%	i	0.0%
O=C(c1ccccc1)C(O)(Cc1ccccc1)c1ccccc1 (stereo not drawn)	x	x	x	x	-0.1%	6.0%	11%	5%	x	x
O=C(Nc1ccc(Cl)cc1)Nc1cnccn1	3	-4	-5.5%	-0.6%	u	0.3%	-4%	15%	i	-0.4%
CC1/C(=C\c2ccc(Cl)cc2)C(=O)C2CC1C2(C)C (stereo not drawn)	45	20	-24%	2.3%	3.2%	3.0%	-9%	6%	i	0.3%
O=C(NC1CS(=O)(=O)CC1NCc1ccccc1)c1ccccc1 (stereo not drawn)	-1	-15	-4.8%	-1.4%	1.1%	1.0%	-4%	10%	i	-0.5%
Cc1cc(C)n(-c2cc(N3CCOCC3)ncn2)n1	7	1	-3.8%	0.8%	3.7%	1.2%	-6%	3%	i	0.1%
CCc1ccc(NC(=O)C2CC(=O)Nc3ncnn32)cc1 (stereo not drawn)	-14	-12	-8.1%	-1.1%	2.0%	-1.9%	-2%	16%	i	0.1%
Cn1c(=O)c2c(ncn2CC(=O)Nc2ccc(N3CCOCC3)cc2)n(C)c1=O	10	7	-3.3%	-1.2%	0.7%	0.7%	-2%	11%	i	0.0%
COc1ccc(C(=O)NCc2nnc(SCC(=O)Nc3cccc(OC)c3)o2)cc1	x	x	x	x	0.9%	0.4%	7%	-5%	x	-0.1%
CC(C(=O)N/N=C/c1ccc(N(C)C)c(Br)c1)N(c1ccccc1)S(C)(=O)=O (stereo not drawn)	20	21	-3.3%	-1.2%	1.4%	0.1%	-3%	-1%	i	1.1%
Cc1c(C(=O)N2CCCC2)sc(NC(=O)c2cccc(Cl)c2)c1C#N	5	-1	-6.1%	3.1%	14%	0.3%	-1%	13%	i	0.0%
Oc1c(C(c2ccccn2)N2CCCCC2)cc(Cl)c2cccnc12 (stereo not drawn)	7	-15	-1.0%	0.7%	0.5%	0.0%	34%	7%	i	-1.8%
CC(/C=N/NC(=O)c1nnn(-c2nonc2N)c1C(C)C)=C\c1ccccc1	x	x	x	x	43%	0.1%	7%	15%	x	0.8%
CCCCN1C(=O)CC(Nc2ccc(CC)cc2)C1=O (stereo not drawn)	-11	-5	-1.9%	-2.3%	1.6%	0.4%	1%	-1%	i	0.6%
Cc1cccc(NC(=O)c2onc3c2CCCC3)c1C	4	11	-5.6%	0.9%	1.4%	0.1%	-5%	1%	i	-0.3%
Cn1c(N)c(C(=O)COC(=O)c2cncc(Br)c2)c(=O)n(C)c1=O	10	1	-8.0%	-1.1%	0.0%	2.0%	4%	1%	i	1.4%
CCCN(C(=O)COC(=O)CNC(=O)c1ccc2ccccc2c1)c1c(N)n(Cc2ccccc2)c(=O)[nH]c1=O	x	x	x	x	0.7%	0.3%[50 µM]	0%	20%	x	x
Cc1ccsc1CNC12CC3CC(CC(C3)C1)C2	6	2	10%	0.2%	-1.0%	0.1%	-4%	4%	i	-0.3%
COCc1nnc(NC(=O)c2c(-c3c(Cl)cccc3Cl)noc2C)s1	x	x	x	x	3.1%	0.0%	2%	-1%	x	0.2%
Cc1ccc(S(=O)(=O)N2CC(=NO)C2)cc1	2	10	-4.2%	-1.4%	1.4%	1.4%	-9%	-5%	i	-0.6%
O=C1CCC2(C(=O)O)Sc3ccccc3N12 (stereo not drawn)	3	13	-4.1%	-0.6%	-0.4%	0.2%	-3%	8%	i	1.1%
CCCN(CCc1ccccc1)C1CCc2c(O)cccc2C1 (stereo not drawn)	x	x	x	x	5.3%	-0.3%	-3%	18%	i	-1.4%
CC1C(=O)Nc2ccc(S(=O)(=O)N3CCN(c4ccccc4F)CC3)cc2NC1=O (stereo not drawn)	x	x	x	x	1.2%	8.0%	-3%	10%	x	-0.9%
O=C(/C(=C(/[O-])c1ccccc1)[n+]1ccccc1)c1ccc([N+](=O)[O-])cc1	-8	-21	-12%	-0.6%	3.2%	0.5%	3%	5%	i	0.2%
CC(C)n1ncc(C(N)=O)c1N	-19	-11	-5.8%	-0.2%	1.2%	0.0%	-6%	3%	i	-0.3%
COc1ccc(OC)c(NC(=O)CCN2CCN(Cc3ccccc3)CC2)c1	-5	-44	-3.8%	0.0%	-0.1%	0.3%	0%	2%	i	-0.4%
CCC(CC)C(=O)N=C1SC2CS(=O)(=O)CC2N1CCc1ccc(OC)cc1 (stereo not drawn)	8	1	-3.2%	-0.9%	-0.5%	3.3%	-1%	1%	i	-0.5%
CCN(CC)CCN(C(=O)C1CCCCC1)c1nc2cc3c(cc2s1)OCO3	x	x	x	x	0.2%	0.2%	-4%	15%	x	-0.3%

Some values from above.
CC(C)n1ncc(C(N)=O)c1N in WT yeast gro inh mutant strain shows -11
CCN(CC)CCN(C(=O)C1CCCCC1)c1nc2cc3c(cc2s1)OCO3 in RSV CPE inhibition shows 0.2%

Other entries follow.
SMILES	WT yeast gro inh	WT yeast gro inh mutant strain	XIAP antagonists	CSM14.1 death rescue	RSV CPE inhibition	UTI89 phage lysis	Dengue-2 NS5 capping	SV40 large T antigen	Yfh1-off respiration	West Nile antiviral
CNC(=S)N(CCN(C)C)Cc1cc2cc3c(cc2[nH]c1=O)OCO3	x	x	x	x	2.5%	-0.1%	-4%	21%	x	-0.5%
CCN(CC)S(=O)(=O)c1ccc(Cl)c(C(=O)Oc2cccnc2)c1	12	10	-2.7%	1.6%	0.9%	-0.1%	0%	10%	i	1.1%
N#Cc1nc(-c2ccccc2)oc1NCC1CCCO1 (stereo not drawn)	-4	1	0.2%	15%	2.5%	-0.7%	-7%	0%	i	-0.3%
CCN(CC)S(=O)(=O)c1ccc2c(c1)c(=O)c(C(=O)NCc1ccco1)cn2C	-13	8	-3.2%	-0.5%	2.8%	-0.6%	-1%	13%	i	u
COCC(C)NC(=S)N1CCN(c2ccccc2Cl)CC1 (stereo not drawn)	5	-13	-6.9%	2.2%	2.9%	0.6%	6%	6%	i	-0.4%
O=c1oc2cc(O)ccc2cc1-c1ccccc1	x	x	x	x	16%	0.2%	0%	29%	x	0.3%
COc1cc(C(=O)NCCCNc2nc3cc(C)c(C)cc3cc2C#N)cc(OC)c1OC	8	1	-15%	-0.2%	0.5%	0.0%	-13%	-14%	i	-0.2%
Cc1cccc(N(Cc2cc(=O)[nH]c3ccccc23)C(=O)C(C)C)c1	x	x	x	x	2.7%	-1.7%[50 µM]	-6%	5%	i	0.2%
Cc1ccccc1[C@@H]1C(C#N)=C(N)S[C@H]1C(=O)c1ccccc1	39	10	-4.0%	2.2%	12%	-0.4%	-3%	13%	i	-0.8%
Cc1ccc(F)cc1NC(=O)c1ccc2c(c1)OCO2	6	11	-4.9%	x	0.2%	5.5%	0%	4%	i	0.1%

Results in West Nile antiviral, Yfh1-off respiration and XIAP antagonists, for some of the entries so far:
compound | West Nile antiviral | Yfh1-off respiration | XIAP antagonists
COc1cc(C(=O)NCCCNc2nc3cc(C)c(C)cc3cc2C#N)cc(OC)c1OC | -0.2% | i | -15%
Cc1cccc(N(Cc2cc(=O)[nH]c3ccccc23)C(=O)C(C)C)c1 | 0.2% | i | x
Cc1ccccc1[C@@H]1C(C#N)=C(N)S[C@H]1C(=O)c1ccccc1 | -0.8% | i | -4.0%

The listing continues.
SMILES	WT yeast gro inh	WT yeast gro inh mutant strain	XIAP antagonists	CSM14.1 death rescue	RSV CPE inhibition	UTI89 phage lysis	Dengue-2 NS5 capping	SV40 large T antigen	Yfh1-off respiration	West Nile antiviral
O=C(NCCCN1CCOCC1)c1ccc(CS(=O)(=O)c2c(Cl)cccc2Cl)o1	5	-1	-8.5%	-2.4%	-1.2%	1.9%	-6%	-1%	i	-0.4%
N#CC(c1ccccc1O)N1N=C(c2ccccc2)CC1c1ccccc1 (stereo not drawn)	x	x	x	x	12%	0.8%	-3%	17%	i	1.0%
CC[n+]1c(/C=C/C=C/N(C(C)=O)c2ccccc2)sc2ccccc21	22	4	-80%	-0.7%	-0.1%	0.2%	u	11%	i	1.4%
COc1ccc(/C=C2\NC(=S)N(CC3CCCO3)C2=O)c(OC)c1C (stereo not drawn)	20	19	-8.9%	-1.3%	0.9%	3.3%	-7%	9%	i	-0.3%
COc1ccc(CCNS(=O)(=O)c2cn(C)c(=O)n(C)c2=O)cc1OC	3	0	-5.1%	0.0%	1.3%	1.8%	-3%	4%	i	0.3%
O=C(CSc1ncccn1)NCc1ccccc1Cl	-5	-2	-9.6%	0.0%	0.2%	4.8%	-5%	9%	i	-0.1%
COc1ccccc1NC(=O)Nc1c(C)n(C)n(-c2ccccc2)c1=O	-8	-36	-4.4%	x	2.3%	-0.5%	-8%	16%	i	0.2%
Cn1c(CN2CCCC2)c(C#N)c2ccccc21	-8	-7	1.5%	-0.6%	0.8%	0.0%	8%	10%	i	-0.1%
